Screening results as filed in PubChem BioAssay.
EPAC1 antagonist: EPAC1 (human) antagonism; Potency, µM (top dose mostly 115 µM), inactives show at the highest dose activity change, negative = inhibition, actives largely listed as inhibitors; O95398; EPAC1 GEF assay, Rap1b-BODIPY-GDP exchange fluorescence; AID 720709; 360,000 tested, 0.14% active;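 also: potency is read from the fitted curve at half-maximal effect; plate controls were vehicle for no effect and positive control for full effect; nearly all actives have a fitted effect of over 50% in size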
IL2 activator: activates IL-2 in a cell-based reporter assay; IL-2 activation reporter assay, cell-based qHTS; stimulated with anti-CD3/CD4/CD28 beads; in transgenic mouse T cells; activation, % (series mostly up to about 46 µM); 360,000 tested, 0.065% active; AID 652025; in the data active = activation above about 50%; inconclusive = mostly about 30% to 49%; also: 0% is about no effect
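Readout is EGFP and DsRed signal by fluorescent plate cytometry after 18 h at 37 degrees C. Transgenic mouse T cells (750/well) received compound for 60 min before bead stimulation (anti-CD3, anti-CD4, anti-CD28); memory T cells served as non-tolerant control.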
GLP-1R inv ag: acts as inverse agonist at human GLP-1 receptor; Potency, µM (top dose mostly 38.3 µM), without a hit: at the top dose activity change, negative = inhibition, usual class: inhibitors; P43220; HEK293 GLP-1R CRE-luciferase, luminescence, 24 h; GLP-1R form is constitutively active; 410,000 tested, 1.6% active; AID 624417; also: potency is read from the fitted curve at half-maximal effect; % is scaled to controls: 0 for no effect and ±100 for the full control effect; nearly all actives have a fitted effect of over 55% in size
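Seeding at 200 cells/uL, 12 h culture, 24 hr compound treatment, then luciferase reagent and a luminescence read; cells are HEK293 stably expressing a constitutively active GLP-1R plus cAMP-responsive luciferase.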
PTHR1 ag: activates the human parathyroid hormone receptor PTHR1; Q03431; HEK293 GP2 PTHR1 cells, GloSensor cAMP luminescence, 1 h; Potency, µM (titrated, usually from 115 µM), without a hit: at the highest dose activation, hits mostly activators; 410,000 tested, 0.075% active; also: potency is read from the fitted curve at half-maximal effect; nearly all actives have a fitted effect of over 55% in size; some results filed as inactive show a strong effect at the top dose; inactives centre near -15; many of its hits are not listed in these tables
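HEK-293-derived GP2 cells expressing PTHR1 and a GloSensor cAMP reporter, 3,000/well, plated overnight, given luciferin plus IBMX (each 0.5 mM as added) for 1 h at 37 °C, then compound for 1 h at 37 °C. Luminescence was read after 15 min at room temperature.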
EPAC1 ag: EPAC1 (human) agonism | Potency, µM (top dose mostly 154 µM), inactives show at the highest dose activation, actives largely listed as activators | EPAC1 agonist qHTS, biochemical assay; response scale: 100% = response to 6.5 mM cAMP | 360,000 tested, 0.073% active | O95398; also: potency is read from the fitted curve at half-maximal effect; nearly all actives have a fitted effect of over 60% in size
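Fluorescent GDP-exchange assay: 100 nM EPAC1 with 250 nM Rap1B preloaded with BODIPY-GDP and 50 uM GDP; compounds tested as concentration series, 5 min at room temperature, then read every 5 min for 30 min (ex 480/em 540 nm); normalized to 6.5 mM cAMP.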
GLP1R cytotox: cytotoxicity counter-screen for GLP-1 receptor inverse agonists | Potency, µM (titrated, usually from 38.3 µM), for the others: at the top dose activity change, negative = inhibition, hits mostly inhibitors | HEK293 cAMP-luciferase reporter cells, luminescence, 24 h | 410,000 tested, 0.13% active;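 also: loss of luciferase light is scored as toxicity; potency is read from the fitted curve at half-maximal effect; % is scaled to controls: 0 for no effect and ±100 for the full control effect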
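Cells in DMEM/10% Nu serum/1% pen-strep, 1536-well format. Pre-incubated 12 h, dosed with 23 nL compound, incubated a further 24 h. Luciferase detection, 12 min at room temp, luminescence.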
PI5P4K alpha inh: blocks human PI5P4K alpha kinase activity | P48426 | PI5P4Kalpha enzyme, ADP-Glo luminescence, 60 min; active compounds read low | max response, % | 330,000 tested, 1.2% active; active = max response of -50% or lower; inconclusive = between -30% and -50%; inactive = -30% or higher; also: value at the top dose of about 77 µM; % is scaled to controls: 0 for no effect and ±100 for the full control effect
Target sequence (P48426 whole entry, looked up): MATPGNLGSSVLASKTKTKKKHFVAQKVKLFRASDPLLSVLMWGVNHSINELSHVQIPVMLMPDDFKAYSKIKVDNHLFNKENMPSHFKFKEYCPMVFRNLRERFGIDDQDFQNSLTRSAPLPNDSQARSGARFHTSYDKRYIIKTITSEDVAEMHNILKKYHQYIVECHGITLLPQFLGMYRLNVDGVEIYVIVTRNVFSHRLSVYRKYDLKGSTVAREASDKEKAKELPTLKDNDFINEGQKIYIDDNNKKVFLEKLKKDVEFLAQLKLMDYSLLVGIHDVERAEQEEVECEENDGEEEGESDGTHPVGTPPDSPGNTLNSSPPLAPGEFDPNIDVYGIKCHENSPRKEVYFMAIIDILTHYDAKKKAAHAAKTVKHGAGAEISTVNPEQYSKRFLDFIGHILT
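ADP-Glo luminescence end-point after a 60 min room-temperature kinase reaction. PI5P4Kalpha and substrate in HEPES pH 7.4 buffer with EGTA, 0.1% CHAPS and 5% DMSO; ATP at 5 microM final.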
GLP-1R agonist: GLP-1 receptor (human) agonism | P43220 | HEK293 GLP-1R CRE-luciferase, luminescence, 4-6 h; cells express a hypersensitive GLP-1R form | Potency, µM (highest dose often 45.6 µM), for the others: at the top dose activation, actives largely listed as activators | 380,000 tested, 0.007% active | AID 624172; also: potency is read from the fitted curve at half-maximal effect; % of control where 0% means no effect
PLK1 PBD block: PLK1 (human) polo-box domain binding inhibition; P53350; Plk1 PBD binding of FITC phosphopeptide, fluorescence polarization; Potency, µM, for the others: max response, negative = inhibition, hits mostly inhibitors; 360,000 tested, 2.8% active; AID 720504; also: potency is read from the fitted curve at half-maximal effect; series mostly up to about 57 µM; % is scaled to controls: 0 for no effect and ±100 for the full control effect; nearly all actives have a fitted effect of over 65% in size
Target sequence (P53350 whole entry, looked up, the tested form may be a part): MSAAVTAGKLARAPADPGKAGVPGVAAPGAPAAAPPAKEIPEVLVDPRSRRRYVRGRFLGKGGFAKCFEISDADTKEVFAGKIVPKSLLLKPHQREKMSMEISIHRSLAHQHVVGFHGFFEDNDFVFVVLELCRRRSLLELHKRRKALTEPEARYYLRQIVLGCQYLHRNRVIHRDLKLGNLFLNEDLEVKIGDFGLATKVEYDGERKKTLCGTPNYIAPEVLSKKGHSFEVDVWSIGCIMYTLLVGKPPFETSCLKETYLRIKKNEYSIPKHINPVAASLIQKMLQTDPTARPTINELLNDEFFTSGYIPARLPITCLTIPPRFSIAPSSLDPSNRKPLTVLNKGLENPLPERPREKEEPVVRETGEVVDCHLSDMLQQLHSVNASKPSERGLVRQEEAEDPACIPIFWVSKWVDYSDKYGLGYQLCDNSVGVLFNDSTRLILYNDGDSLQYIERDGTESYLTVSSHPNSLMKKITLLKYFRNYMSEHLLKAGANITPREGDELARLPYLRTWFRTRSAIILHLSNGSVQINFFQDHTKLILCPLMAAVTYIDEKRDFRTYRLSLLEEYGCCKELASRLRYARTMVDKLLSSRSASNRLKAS
An asterisk follows results filed as active; i = inactive; ? = inconclusive; nt = not tested or not shown; [ ] = another dose, or the depositor's remark. Unless noted, calls follow the shape of the dose curve; as a rule, active = well fitted curve in the direction sought with a large enough effect; inconclusive = small, poorly fitted or top-dose-only effect, or another doubt; inactive = no such curve, though single readings can be large; an effect the other way counts as inactive or inconclusive.

Under each structure: EPAC1 antagonist, IL2 activator, GLP-1R inv ag, PTHR1 ag, EPAC1 ag, GLP1R cytotox, PI5P4K alpha inh, GLP-1R agonist, PLK1 PBD block
C=C(C)c1cccc(C(C)(C)NC(=O)Nc2ccc(OC)cc2)c1
  11%, 0.8, 8%, -2%, -3%, -19%, 3, -4%, 0%
CC(=O)c1cnn(-c2cc(Oc3ccc(F)cc3)ncn2)c1C
  -1%, 0.7, 22%, i, 1%, 12%, -1, 3%, -7%
O=C(CSc1nc2c(c(=O)[nH]1)CN(Cc1ccc(F)cc1)CC2)Nc1ccc(F)cc1
  9%, 0.9, -17%, -29%, -8%, -3%, -4, -4%, 0%
O=C(NC1CCCN(CCc2ccccc2)C1)C1CCCC1 (configuration not stated)
  -1%, -0.3, -28%, i, 5%, -4%, -4, 6%, -14%
O=S(=O)(Nc1ccccc1O)c1ccc(-c2ccccc2)cc1
  -15%, -0.4, ?, -49%[inhibitor], 18%, -29%, 0, 2%, 0%
O=C(Nc1ccc(N2CCCC2)cc1)c1ccc2ccccc2c1
  4%, -3.7, -7%, i, 11%, -27%, -10, 4%, 1%
COc1nc2c(C)cccc2cc1-c1noc(-c2ccco2)n1
  7%, 2.6, 0%, 10%[57.5 µM], -2%, -9%, 1, -22%, 0%
COc1ccc(CCc2ccnc3ccccc23)cc1
  -8%, -0.2, ?, -20%, 5%, -1%, 1, 38%, -5%
O=C(Cc1cccc(C(F)(F)F)c1)OCN1C(=O)c2ccccc2C1=O
  -19%, -0.3, 3%, -19%, 0%, 3%, -6, -1%, -3%
CC(C)Nc1nc(SC(C)C(=O)Nc2ccccc2)nc(N(C)C)n1 (configuration not stated)
  -11%, -0.1, -8%, i, 2%, 19%, -8, 14%, -2%
COc1ccc(C(=O)CSc2nnc(-c3ccco3)o2)cc1
  -3%, 0.4, 1%, -2%, 4%, -4%, -1, 9%, -11%
CCN(CC)CCP(=O)(c1ccccc1)c1ccccc1
  1%, 0.8, 0%, -10%[57.5 µM], 11%, ?, nt, 1%, -2%
O=C(O)CSc1c2c(nc3cc(C(=O)NCCN4CCOCC4)ccc13)CCC2
  -13%, 0.1, 31%[activator], 19%, 1%, 5%, 4, 0%, -2%
CCOC(=O)c1nn(-c2ccc(F)cc2)c(=O)c(C#N)c1C
  -1%, 0.7, 1%, i, 8%, 0%, 3, 7%, -2%
CCN(Cc1ccccc1)C(c1ccc(Cl)cc1)c1nnnn1C(C)(C)C (configuration not stated)
  6%, 0.1, -4%, i, 3%, 1%, -1, -27%, -7%
CCCc1cc(=O)oc2cc(O[C@@H]3O[C@H](CO)[C@@H](O)[C@H](O)[C@H]3O)ccc12
  5%, 1.0, 9%, -1%, -3%, 5%, 3, -1%, -1%
O=C(CNc1cccc2ccccc12)c1ccc([N+](=O)[O-])cc1
  11%, 2.1, 4%, -30%, -3%, -24%, -12, -17%, -8%
N#Cc1c(/N=C/c2cc3ccccc3s2)sc2c1CCC2
  1%, -1.0, 46%[activator], -10%[57.5 µM], -4%, 23%, -12, 2%, -21%
COc1ccc(CNCc2c(C(=O)O)n(Cc3ccc(F)cc3)c3cc(C)ccc23)cc1OC
  nt, nt, 12%, i, nt, -1%, nt, -1%, nt
CN(C)S(=O)(=O)c1cc(NC(=O)C2=COCCO2)ccc1Cl
  -10%, 0.9, 13%, -1%, 0%, 15%, -7, 12%, 2%
CCOC(=O)c1c(Nc2ccc(O)cc2)nnc(-c2ccccc2)c1-c1ccccc1
  nt, nt, -22%, i, nt, -9%, nt, 4%, nt
COc1cc2c(OC)cccc2cc1C(=O)O
  -19%, -1.4, 0%, -11%[57.5 µM], 7%, 9%, nt, 2%, -7%
C=CCn1c(=NC(=O)c2ccc(S(=O)(=O)N3CCCc4ccccc43)cc2)sc2cc(S(N)(=O)=O)ccc21
  3%, -2.8, 1%, i, -2%, 7%, 0, -1%, -6%
CCc1ccc(N2CC(C(=O)N/N=C/c3ccccc3)CC2=O)cc1 (configuration not stated)
  -9%, -1.4, -5%, 0%, 2%, 16%, 4, 1%, 27µM*
CC1(C(=O)Nc2cccc(Oc3ccccc3)c2)CCN1Cc1ccccc1OC(F)F (configuration not stated)
  -11%, -0.7, ?, -26%, 2%, 4%, 17, 11%, -7%
CSc1oc(-c2cccs2)nc1S(=O)(=O)c1ccccc1
  -2%, -1.0, -10%, i, 8%, -3%, -16, 17%, ?
Cc1ccc(C(=O)N2CCC(C)CC2)cc1NC1=NC2CS(=O)(=O)CC2S1 (configuration not stated)
  6%, 0.9, 11%, -9%, -17%, -2%, 3, -1%, 4%
N#C/C(=N/Nc1ccc(OC(F)(F)F)cc1)C(N)=S
  -10%, -1.0, ?, -40%, -7%, ?, ?, -5%, -8%
CN(C)CCCC1(O)c2ccccc2C=Cc2ccccc21
  -14%, 2.7, -6%, i, 0%, 1%, nt, -6%, -6%
CCOC(=O)c1cnc(SCC(=O)NNC(=O)c2ccco2)nc1N
  3%, -0.3, 3%, i, 14%, 2%, 0, 16%, -5%

The final 3 compounds of the part above lead into the next:
Under each structure: EPAC1 antagonist, IL2 activator, GLP-1R inv ag, PTHR1 ag, EPAC1 ag, GLP1R cytotox, PI5P4K alpha inh, GLP-1R agonist, PLK1 PBD block
N#C/C(=N/Nc1ccc(OC(F)(F)F)cc1)C(N)=S
  -10%, -1.0, ?, -40%, -7%, ?, ?, -5%, -8%
CN(C)CCCC1(O)c2ccccc2C=Cc2ccccc21
  -14%, 2.7, -6%, i, 0%, 1%, nt, -6%, -6%
CCOC(=O)c1cnc(SCC(=O)NNC(=O)c2ccco2)nc1N
  3%, -0.3, 3%, i, 14%, 2%, 0, 16%, -5%
CSCCC(NC(=O)c1ccoc1C)C(=O)O (configuration not stated)
  1%, 1.3, -4%, -12%[57.5 µM], 4%, 2%, nt, -2%, 1%
O=C(NNC1=NCCCCC1)Nc1ccc(Cl)cc1
  0%, 0.0, 10%, -59%[inhibitor], -2%, 0%, 2, 10%, -18%
CCc1ccc(-n2c(=S)sc3c(=O)n(-c4ccccc4OC)c(=S)[nH]c32)cc1
  -7%, -1.2, -27%[7.66 µM], -42%[inhibitor], -9%, 18%[7.66 µM], -17, -2%, 12µM*
COc1ccc(C(=O)C(C)Sc2nnc(C3CC3)n2C2CC2)cc1 (configuration not stated)
  -5%, -0.5, 1%, 9%, -1%, -3%, 5, -2%, -5%
CCc1ccc(NC(=O)CSC2=C(C#N)C(c3ccco3)C3=C(CCCC3=O)N2)cc1 (configuration not stated)
  7%, -1.9, ?, -5%[57.5 µM], -6%, 1%, -4, 2%, -10%
Cc1ccc(NC(=O)CNC2CCCCC2)cc1Cl
  -23%, 0.6, ?, i, 9%, 5%, 11, -7%, -8%
O=C(Nc1ccc(F)cc1F)c1cc(-c2ccco2)nc2ccccc12
  -2%, 5.3, -20%, -11%, -6%, 3%, ?, 14%, ?
CCC1CCc2c(sc(NC(=O)C3CC=CCC3C(=O)O)c2C#N)C1 (configuration not stated)
  0%, 0.2, -9%, -40%[inhibitor], -1%, 67%[activator], ?, 16%, ?
COc1ccc(NC(=O)N2CCN(c3cccc(C(F)(F)F)c3)CC2)cc1
  9%, 1.5, -3%, ?, -8%, 17%, nt, -7%, 2%
CCOC(=O)c1ccc(NC(=O)c2ccc3c(c2)C(=O)N(Cc2cccnc2)C3=O)cc1
  -8%, -1.3, -11%, -35%[inhibitor], -16%, 1%, 7, -3%, -3%
N#Cc1cccc(S(=O)(=O)NCC(=O)OCC(=O)c2ccc[nH]2)c1
  -1%, -0.5, 13%[7.66 µM], -22%, -8%, -1%[7.66 µM], -27, -1%, 0%
COc1cccc(C2C=C(c3ccc(OC)cc3OC)Nc3nnnn32)c1 (configuration not stated)
  -8%, 0.6, ?, -30%, 1%, nt, -2, 12%, -27%
Clc1cc(Br)ccc1OCCN1CCOCC1
  7%, -0.7, -11%, i, 6%, -1%, 1, 11%, 4%
CC(C)n1cc(/C=C(\C#N)S(=O)(=O)c2ccccc2)c2ccccc21
  3%, 1.1, ?, -2%, 3%, -13%, 5, 6%, 2%
COc1ccc([C@H]2CC(=O)C=C(c3cc(C)ccc3OC)C2)cc1
  -2%, -3.9, -8%, -1%, -15%, 1%, 0, 19%, -2%
O=C(CSc1nc2ccc(F)cc2c(=O)n1-c1ccccc1)Nc1ccc2c(c1)CCC2
  -2%, -0.2, -28%, -6%, 6%, -9%, 1, -2%, -2%
CC1CCN(S(=O)(=O)c2ccc3ncn(CC(=O)N(C)Cc4ccccc4)c(=O)c3c2)CC1
  2%, 0.4, -25%, i, -17%, 18%, 8, 3%, -25%
Fc1ccc(N2N=C(c3cccs3)CC2c2ccccc2)cc1 (configuration not stated)
  8%, -1.0, 11µM*, -11%, 4%, 254%[activator], 8, 16%, 0%
Cc1cc2cc(CNC(=O)c3cccc([N+](=O)[O-])c3)ccc2n1C
  11%, -1.8, 11%, -16%, -7%, -4%, -2, 5%, -10%
COC(=O)c1ccc(Sc2ccccc2NS(=O)(=O)c2ccc(C)cc2)nc1
  -1%, 0.0, ?, i, 1%, -10%, -10, -12%, ?
Cc1ccc(N2CC(C(=O)NCCN3CCOCC3)CC2=O)cc1C (configuration not stated)
  14%, 1.2, 9%, i, 5%, 6%, 0, 16%, -3%

Sorted by length of the SMILES (ascending): 3 of the compounds above.
Under each structure: EPAC1 antagonist, IL2 activator, GLP-1R inv ag, PTHR1 ag, EPAC1 ag, GLP1R cytotox, PI5P4K alpha inh, GLP-1R agonist, PLK1 PBD block
Cc1ccc(NC(=O)CNC2CCCCC2)cc1Cl
  -23%, 0.6, ?, i, 9%, 5%, 11, -7%, -8%
COc1cccc(C2C=C(c3ccc(OC)cc3OC)Nc3nnnn32)c1 (configuration not stated)
  -8%, 0.6, ?, -30%, 1%, nt, -2, 12%, -27%
N#Cc1cccc(S(=O)(=O)NCC(=O)OCC(=O)c2ccc[nH]2)c1
  -1%, -0.5, 13%[7.66 µM], -22%, -8%, -1%[7.66 µM], -27, -1%, 0%

The list is partial; the hit share may differ from the screen's.
